# PriA SSB inh – inhibitors of Klebsiella pneumoniae PriA binding to SSB C-terminal tail, primary screen, biochemical, AlphaScreen | PriA–SSB C-terminal tail interaction (Klebsiella pneumoniae) | AlphaScreen SSBct-PriA binding, biotinylated peptide | inhibition, % at 33 µM | actives 0.6% (n = 430,000); in the data active = inhibition mostly above about 37%, no sharp cut-off; inactive = mostly below about 20%;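 note: plate controls were negative control peptide for no effect and reference peptide for full effect; strong numbers were not always called active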
# An asterisk follows results filed as active; & = joins results of further samples. This is a subset. The share of hits here may be higher or lower than overall.
SMILES,PriA SSB inh
COc1ccc(Nc2cc(C)nc(Nc3ccc(NS(=O)(=O)c4cc(C(C)(C)C)ccc4OC)cc3)n2)cc1,43*
Cn1cc(-c2ccco2)nc1CCNC(=O)C1CCN(S(C)(=O)=O)CC1,-2
COc1ccc(CCNC(=O)CSc2ncnc3c2cnn3-c2ccc(F)cc2)cc1OC,-21
Cc1cccc(NC(=O)NCCc2ccc3c(c2)CCCN3C)c1,56*
COc1cc(=O)n(-c2ccc(F)cc2)nc1C(=O)Nc1ccc(Cl)cc1Cl,4
CCn1cccc(-c2nnc(SCC(=O)c3ccc(OC)cc3)n2C)c1=O,8
CN(C)S(=O)(=O)c1ccc(C(=O)N2CC[C@H](n3ccnn3)C2)cc1,-13
O=C(OCc1cc(-c2cccs2)on1)c1c(F)cccc1Cl,-33
CCOC(=O)c1c(NC(=O)c2ccc(C)c(S(=O)(=O)N3CCCC3)c2)sc(C)c1C,-2
Cc1ccc(S(=O)(=O)Nc2ccc3c(c2)CN(C(=O)c2ccccc2)CC3)cc1C,3
CCc1nnc2ccc(N3CCN(S(=O)(=O)c4ccc(Cl)s4)CC3)nn12,-24&-9
Cc1ccc(NCC(O)Cn2c3c(c4cc(C)ccc42)CCCC3=O)cc1 (configuration not stated),3
Cc1cc(NC(=O)CCCSc2ccc(NC(=O)c3ccco3)nn2)no1,-2&29
CCn1cc(C=NNC(=O)c2cc(-c3ccccc3OC)nc3ccccc23)c(C)n1,1
O=C(NCCC(O)c1ccco1)c1ccc(Br)o1 (configuration not stated),4
Cc1ccc2c(c1)c(-c1ccccc1)c(-c1ccccc1)n2CC(O)Cn1c(C)nc2ccccc21 (configuration not stated),-18
COc1cccc(C(=O)N(C(=O)N2CCCCC2)c2ccc(C)cc2)c1OC,4
CCOC(=O)c1csc(NC(=O)c2ccc(-n3cncn3)nn2)n1,-14
Cc1ccc(C=NNC(=O)C[n+]2ccccc2)o1,-13
COc1ccc(S(=O)(=O)NC2CC3C(=O)Nc4ccccc4N3C2)cc1Cl (configuration not stated),-5

# Of the compounds above, these contain two or more sulfur atoms:
SMILES,PriA SSB inh
CCOC(=O)c1c(NC(=O)c2ccc(C)c(S(=O)(=O)N3CCCC3)c2)sc(C)c1C,-2
CCc1nnc2ccc(N3CCN(S(=O)(=O)c4ccc(Cl)s4)CC3)nn12,-24&-9

# (continued)
SMILES,PriA SSB inh
CC(=O)c1cccc(S(=O)(=O)NCC(C)(O)c2ccc(-c3ccccc3)cc2)c1 (configuration not stated),-7
COC(=O)c1ccc(CSc2nc(N)cc(=O)[nH]2)cc1,-13
CN(C)CCN(C(=O)Cc1cccs1)c1nc2ccccc2s1,-6
O=C(c1cnn2c1OCCC2)N1CCN(Cc2cccnc2)CC1,-13
COc1ccc(Nc2nc(N)c([N+](=O)[O-])c(N3CCC(C)CC3)n2)cc1,0
CCOCCCNc1oc(-c2ccc(S(=O)(=O)N3CCCC3)cc2)nc1C#N,-2
CC(C)Cc1ccc(-c2csc(/C(C#N)=C\c3ccc(N(C)C)cc3)n2)cc1,-6
CN(C)S(=O)(=O)c1ccc2nc(NC(=O)C3CCCCC3)sc2c1,-5
O=C(NN=Cc1cc([N+](=O)[O-])ccc1O)C(O)(c1ccccc1)c1ccccc1,1
COc1cc(NC(=O)N2CCC(S(=O)(=O)CC(C)C)CC2)cc(OC)c1,-8

# Copied from the list:
# `CN(C)CCN(C(=O)Cc1cccs1)c1nc2ccccc2s1` in PriA SSB inh shows -6
# `CCOCCCNc1oc(-c2ccc(S(=O)(=O)N3CCCC3)cc2)nc1C#N` in PriA SSB inh shows -2
# `O=C(c1cnn2c1OCCC2)N1CCN(Cc2cccnc2)CC1` in PriA SSB inh shows -13
# `CN(C)S(=O)(=O)c1ccc2nc(NC(=O)C3CCCCC3)sc2c1` in PriA SSB inh shows -5

# More compounds.
SMILES,PriA SSB inh
COCCN1CCCc2ccc(NC(=O)c3ccc(OC)cc3)cc21,45
O=C(c1cnccn1)N1CC(C(=O)N2CCN(C(c3ccccc3)c3ccccc3)CC2)C1,-9
Cc1ccc2nc(NC(=NS(=O)(=O)c3cccs3)c3ccccc3Cl)sc2c1,6
CC(=O)N(N=Cc1ccc(C)cc1)c1nc(CCl)cs1,-8
CCOc1cc(C2C(C(=O)Nc3ccccc3OC)=C(C)Nc3nc(SCC)nn32)ccc1O (configuration not stated),-51
CCN(CC)CCN(C(=O)c1cccc(N2C(=O)CCC2=O)c1)c1nc2c(F)cc(F)cc2s1,-9
CN(C)CCN1C(=O)C(=O)C(=C(O)c2ccc(S(=O)(=O)N3CCOCC3)cc2)C1c1ccc(F)cc1 (configuration not stated),1
CCCS(=O)(=O)c1ccc(N2CCN(Cc3ccc4c(c3)OCO4)CC2)nn1,0
C/C(C=NNC(=O)c1ccncc1)=C\c1ccco1,-7
Cc1ccccc1NC(=O)Cn1c(-c2ccccn2)nc2ccccc21,-3
COc1ccc(NC(=O)C2CC(=O)NC(=NNC(=O)c3ccc(Cl)cc3)S2)cc1 (configuration not stated),-9
CC(=NNC(=O)C(=O)Nc1cc(Cl)ccc1Cl)c1ccncc1,-9
O=C(NCc1cccs1)C(=O)NCC1CCN(S(=O)(=O)c2cccnc2)CC1,-3
COc1ccccc1-c1cc2c(=O)n(Cc3ncc(C)c(OC)c3C)ccn2n1,-16
COCCNC(=O)NCC#CCN1CCOCC1,3
Cc1ccc(C)c(S(=O)(=O)NCC(=O)N2CCN(C(c3ccccc3)c3ccccc3)CC2)c1,-7&10
Cc1cc(N)n(-c2ncnc3sc(C)c(-c4ccc(Cl)cc4)c23)n1,-2
C=CCNC(=O)C(=O)NCCc1ccc(Cl)cc1,-2
CSc1ccc(-n2cccn2)nn1,0
O=C(Nc1cccs1)N1CCSC(c2ccccc2)CC1 (configuration not stated),-22
COc1c(C)cc(S(=O)(=O)n2ccnc2)c(C)c1C,-4
O=C(c1ccc(Cl)s1)N(CC(F)(F)F)C1CCOCC1,-8
Cn1nnc2c(N3CC(C(=O)N4CCN(c5ccc(C(F)(F)F)cn5)CC4)C3)ncnc21,-2
CO[C@@H](CNC(=O)c1ccccc1F)c1ccc(C)s1,-6
CN1C(=O)c2cc(NS(=O)(=O)C3CCCCC3)ccc2Oc2ccccc21,3
COc1ccc(S(=O)(=O)Nc2ccc3c(c2)CC(=O)N3)cc1F,24
COc1cc(C=NNc2ccccn2)cc(OC)c1O,1
Cc1nc(C)c(CNC(=O)c2ccc(S(=O)(=O)N3CCOCC3)cc2)s1,3
COC(=O)C1(NC(=O)c2cnn3c2OCCC3)CCCC1,-9
Cc1cc(C)cc(OCCNS(C)(=O)=O)c1,-8
CC[C@@H](C(=O)NCc1cc(C)oc1C)c1ccccc1,-4
COc1ccc(OCCS(=O)(=O)N(Cc2ccccc2)c2ccccc2)cc1,-6
Cc1cc(-c2n[nH]c(=S)n2N=C/C=C/c2ccco2)n[nH]1,-1
Cc1ccc(S(=O)(=O)Nc2ccccc2C(=O)Nc2ccccc2-c2nc3ccccc3[nH]2)cc1,-18
CCOc1ccc2nc(N3CCN(C(=O)CCc4ccccc4)CC3)sc2c1,-1
O=C(NN=Cc1ccc(C(=O)O)cc1)C(=O)N1CCCCCC1,9
CC(C)CN[C@@H](CC(=O)Nc1ccc(Cl)c(Cl)c1)C(=O)O,-20
O=C(c1ccc(OC(F)(F)F)cc1)N1CCC(CSc2ccccn2)CC1,-3
COc1ccc(S(=O)(=O)c2cnc(SCC(=O)Nc3cccc(SC)c3)[nH]c2=O)cc1,-2
O=C(CC(=O)NN=Cc1cccs1)NCc1ccccc1,0
CC(C)c1cc(=O)[nH]c(-n2nc(C3CC3)cc2NC(=O)c2cc(C3CC3)on2)n1,-7
CCN(CC)S(=O)(=O)c1ccc(C(=O)NC[C@](C)(O)c2cc3ccccc3s2)cc1,2
O=C(CS(=O)(=O)c1ccc(F)cc1)Nc1ccc2c(c1)C(=O)NC2=O,-12&3
O=C(c1ccccn1)N1CCC(c2nnc(-c3ccc(F)cc3)o2)CC1,-3
COc1ccc(Cl)cc1NC(=O)Nc1ccc2c(c1)CC(=O)N2C,-18
Cc1cc(C)n(CCNC(=O)C2CCN(S(C)(=O)=O)CC2)n1,-7
CCN1C(=O)CSC1=NS(=O)(=O)c1ccccc1,-4
COc1nn(C)cc1C(=O)NCCn1nc(C2CC2)n(-c2ccccc2)c1=O,-19
Cc1ccc(COc2ccc(C=NO)cc2)cc1,-3
COc1ccc(F)cc1S(=O)(=O)NCCc1nc(C)cc(C(F)(F)F)n1,-16

# 2 entries drawn at random from the list so far:
SMILES,PriA SSB inh
Cc1ccc(S(=O)(=O)Nc2ccccc2C(=O)Nc2ccccc2-c2nc3ccccc3[nH]2)cc1,-18
O=C(CS(=O)(=O)c1ccc(F)cc1)Nc1ccc2c(c1)C(=O)NC2=O,-12&3

# New compounds follow
SMILES,PriA SSB inh
O=S(=O)(c1ccccc1F)N1CC[C@H](n2ccnn2)C1,-1
O=C(Cn1nc(C2CC2)n(-c2ccccc2)c1=O)c1ccccc1,-12
CCc1nnc(NN=Cc2ccccc2F)n1N,3
Cc1cc(NC(=O)C(=O)c2c[nH]c3ccccc23)n(-c2nc3c(cnn3-c3ccc(F)cc3)c(=O)[nH]2)n1,2
CCOc1ccc(C(=O)NN=C(C)C2C(=O)c3ccccc3C2=O)cc1,-12
c1ccc2c(c1)ccc1sc(CCCCc3nc4ccc5ccccc5c4s3)nc12,-19&-3
CCc1ccc(NC(=O)c2cc(S(=O)(=O)NCc3ccc(OC)cc3)ccc2F)cc1,1
O=C(NCCCn1nc(-c2ccncc2)ccc1=O)c1ccc(-c2ccccc2)cc1,-1
COc1cc(-c2nc3n(n2)[C@@H](c2cccnc2)C(C(N)=O)=C(C)N3)cc(OC)c1OC,-13
CSC(=S)NN=Cc1ccc(N(C)C)cc1,3
Cc1ccc(N2CCCS2(=O)=O)cc1NS(=O)(=O)CC(C)C,-7
Cc1ccc(C=NNC(=O)C2CCN(Cc3ccc(F)cc3Cl)CC2)o1,-12
CCOC(=O)CSc1ncc(-c2ccc(Br)cc2)n1-c1cccc(Cl)c1,-4
O=c1ccc(-c2nc(-c3ccccc3F)no2)cn1Cc1noc(C2CCCC2)n1,-16
C=CCNC(=O)Cc1csc(Nc2ccccc2)n1,4
O=[N+]([O-])c1cccc(-c2csc(NN=Cc3cccc(O)c3)n2)c1,-4
CC(C)(C)NC(=O)Nc1nnc(SCC(=O)Nc2ccccc2C(F)(F)F)s1,-10
O=C(Nc1nnc(-c2ccc3c(c2)OCCO3)o1)c1ccc([N+](=O)[O-])s1,-1
O=C(c1nc2ccccc2s1)N1CCC(S(=O)(=O)Cc2ccco2)CC1,-6
CC(=O)Nc1cccc(NC(=O)CSc2nnc(C(C)C)c3cnn(-c4ccc(C)c(C)c4)c23)c1,3
O=C(C1CCC1)N(CC(F)(F)F)C1CCOCC1,-35
O=C(NN=Cc1cccc(O)c1)c1ccc(COc2cccc3cccnc23)cc1,-2
O=C(NCc1ccc(C(=O)c2ccsc2)s1)C(=O)Nc1cccnc1,-13
CN(CC1Cc2ccccc2CO1)C(=O)c1ccno1 (configuration not stated),-5
O=C(NCC[C@H](O)c1ccoc1)c1cccc(C(F)(F)F)c1,-1
CNC(=O)Cc1ccc(-n2c(=O)c3ccccc3n(Cc3ccc(N4CCCC4=O)cc3)c2=O)cc1,-8&-7
CCNC(=O)c1csc(NC(=O)COc2ccc(Cl)cc2Cl)n1,-3
O=C(CSc1nnc(COc2ccccc2)o1)Nc1ccc(OC(F)(F)F)cc1,9
O=C(NCCS(=O)(=O)N1CCc2ccccc2C1)c1c(F)cccc1Cl,-7
O=c1[nH]c(=S)[nH]c2c1CCC2,-12
Cc1noc(C2CN(CC(=O)Nc3ccc(Cl)c(Cl)c3)C2)n1,-2
O=C(NCc1nnc(SCc2ccccc2Cl)o1)c1ccccc1,5
CCCCOc1ccc(C(=O)Nc2nc3ccc4nc(C)sc4c3s2)cc1,-11
O=C(/C=C/c1ccc2nccnc2c1)c1cccs1,-7
COc1ccc(C2(CNC(=O)c3ccccc3S(=O)(=O)C(F)F)CCCC2)cc1,-12
CCS(C)=NS(=O)(=O)c1ccc(C)cc1 (configuration not stated),-2
O=C(Cn1cnc(-c2ccc(Cl)cc2)cc1=O)NC1CC1,-4
O=C(Nc1nnc(-c2ccccc2Cl)s1)c1ccccc1C(F)(F)F,-20
NS(=O)(=O)c1ccc(CNC(=O)c2ncc(-c3ccc(F)cc3)o2)cc1,4
CCOc1ccc(OCCNC(=O)c2ccc([N+](=O)[O-])cc2Cl)cc1,-2

# Reformatted with tabs: part of the list above
Molecule	PriA SSB inh
CC(C)(C)NC(=O)Nc1nnc(SCC(=O)Nc2ccccc2C(F)(F)F)s1	-10
COc1c(C)cc(S(=O)(=O)n2ccnc2)c(C)c1C	-4
Cc1ccc(S(=O)(=O)Nc2ccccc2C(=O)Nc2ccccc2-c2nc3ccccc3[nH]2)cc1	-18

# Continued.
SMILES,PriA SSB inh
O=C(c1cc(-c2ccccc2)on1)N1CCSC1c1cccc(F)c1 (configuration not stated),-2
Cc1onc(N)c1S(=O)(=O)N1CCC(C)CC1,-7
COc1cccc(C=NNC(=O)CNC(=O)c2ccco2)c1O,-5
Cc1ccc(-c2nnc(NC(=O)C3CCCN(S(C)(=O)=O)C3)o2)cc1C (configuration not stated),-4
COc1ccc(C)c2sc(NCc3ccco3)nc12,-13
O=C(Cc1csc(Nc2ccc(OC(F)(F)F)cc2)n1)NCC1CCCO1 (configuration not stated),-12
COc1ccc(CCNC(=O)N2CCN(Cc3nc4ccccc4n3Cc3ccccc3)CC2)cc1,-12
O=C(Nc1ccn2nccc2c1)c1ccno1,2
CCOC(=O)c1sc(NC(=O)c2ccc(Cl)s2)c(SC#N)c1C,4
Cc1nnc(C(=O)O)o1,-12
Cc1ccsc1CCC(=O)NCc1ccccc1-c1ccsc1,-32
O=C(c1cc(-c2ccccc2)n[nH]1)N1CCC(N2CCC(Oc3nccs3)CC2)CC1,-3
NC(=O)c1oc2ccccc2c1NC(=O)c1ccccc1I,11
